# Bioassay records as filed in PubChem.
# KKLEB cytotox: counter-screen for CF NF-kB inhibitors: cytotoxicity; KKLEB CF airway cells viability, ATPlite luminescence, overnight; hits give low values; cells stimulated with P. aeruginosa culture filtrate; 0.36% of 360,000 active; AID 602141; activity change (cytotoxicity), % at 5 µM;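 active = corrected activity change at or below -50% at 5 µM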
# NR2E3 ag-1: activates human NR2E3 receptor; CHO-S Gal4-NCOR/VP16-NR2E3 two-hybrid, luciferase; inhibition of corepressor binding, % at 3.98 µM; Q9Y5X4; AID 602229; 0.35% of 360,000 active;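 active = inhibition above the mean of all tested compounds plus 3 SD, cut at about 70% in these data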;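 note: 0% = DMSO with NR2E3 transfected cells and 100% = cells lacking NR2E3 construct; higher means lower luciferase signal from less NR2E3 corepressor binding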
# Target sequence (Q9Y5X4 whole entry, looked up, the tested form may be a part): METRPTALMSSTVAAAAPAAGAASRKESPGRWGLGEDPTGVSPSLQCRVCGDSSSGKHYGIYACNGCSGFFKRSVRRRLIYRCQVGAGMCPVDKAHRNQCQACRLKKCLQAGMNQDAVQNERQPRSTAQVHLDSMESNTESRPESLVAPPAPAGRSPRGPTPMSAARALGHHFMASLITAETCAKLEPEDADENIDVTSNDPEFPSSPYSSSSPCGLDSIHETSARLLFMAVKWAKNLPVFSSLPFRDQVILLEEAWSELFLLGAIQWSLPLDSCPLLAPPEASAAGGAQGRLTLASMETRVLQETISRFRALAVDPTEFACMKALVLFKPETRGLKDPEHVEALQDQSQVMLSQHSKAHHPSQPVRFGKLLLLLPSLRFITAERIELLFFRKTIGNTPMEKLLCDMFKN
# MITF TRPM1 inh: MITF TRPM1 promoter inhibition in SK-MEL-5 cells | 0.83% of 330,000 active | inhibition, % at 12.5 µM | SK-MEL-5 TRPM1 promoter luciferase, 24 h;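 active = mean inhibition across replicates of 60% or more, whatever share of single replicates reaches that level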; note: values of inactives mirror those of a sister screen read the other way
# CF NFkB inh: cystic fibrosis NF-kB activation inhibition. KKLEB NF-kB-GFP reporter, PAF-induced, GFP fluorescence overnight. inhibition, % at 5 µM. 0.86% of 360,000 active;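 active = at least 50% inhibition at 5 µM, scaled per plate between neutral and stimulator controls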;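 note: PAF is a Pseudomonas aeruginosa culture filtrate used as stimulus; plate controls were PAF-stimulated DMSO wells for no effect and unstimulated DMSO wells for full effect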
# NR2E3 ag-2: agonists of human nuclear receptor NR2E3 | Q9Y5X4 | GST-NR2E3/biotin-RetCOR TR-FRET, 1536-well | inhibition of corepressor binding, % at 4.78 µM | 0.12% of 320,000 active | AID 2300;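 active = percent inhibition above the cutoff of mean plus 3 SD of all tested compounds, set per screening campaign, cut at about 20% in these data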;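 note: 0% = DMSO wells and 100% = biotin wells as full block of FRET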
#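 Material: NR2E3–RetCOR corepressor complex | Quantity: 1.35 nM GST-tagged NR2E3 final | Schedule: 5 h at 4 °C | Replication: Singlicate compound wells | Reagent: RetCOR corepressor, biotinylated, 7 nM | Controls: Biotin wells as high control, 0.6% DMSO wells as low control | Signal: TR-FRET, Eu(K)-anti-GST donor, streptavidin-D2 acceptor, ex 340, em 617/671 nm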
# C8 TRAIL sens: caspase-8 TRAIL sensitization. NB7+C8 cells + TRAIL, ATPlite viability luminescence. inhibition (viability loss, TRAIL sensitization), % at 10 µM. 1% of 360,000 active. AID 624354;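 active = compounds causing at least 50% loss of cell viability in the single-dose screen, relative to plate controls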
# TROY signal inh: TROY signaling inhibition. AID 1347056. Q293 LMP1-TROYcd NF-kB luciferase reporter, 4 h. 0.98% of 360,000 active. inhibition, % at 10 µM;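 active = compounds whose plate-normalised and pattern-corrected inhibition of the luciferase reporter signal at the single screening dose is 50% or more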
# TWEAK Fn14 block: blocks TWEAK-Fn14 interaction in a reporter cell assay | TWEAK-stimulated Fn14 reporter cells, luciferase luminescence, 8 h | inhibition, % at 10 µM | 2% of 360,000 active | AID 1159606; in the data active = inhibition above about 50%
# HIF-2a inh: inhibitors of HIF-2a. 786-0 RCC cells HIF-2a reporter, luciferase luminescence, overnight. inhibition, % at 18.8 µM. 0.72% of 360,000 active;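 active = inhibition of the luminescence signal of 40% or more relative to plate controls, in a single-dose primary screen at 18.75 µM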
# Peg3 promoter: reduces Peg3 promoter-driven luciferase expression in HeLa; 1.7% of 360,000 active; inhibition, % at 20 µM; HeLa PEG-Prom luciferase reporter, luminescence, overnight;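 active = inhibition of at least 50% at 20 µM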
# Shn3 inh set2: reduces Shn3 3'UTR luciferase signal in osteoblasts | Clone20 osteoblast Shn3 3'UTR firefly luciferase, 24 h | inhibition, % at 12.5 µM | 0.52% of 360,000 active;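 active = mean inhibition of at least 75% with every replicate also reaching 75%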;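 note: 0% = median of neutral control wells and 100% = pilot-screen positive control compound; some compounds past the cut are filed as inactive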
# * hit, by the source's call; · = not tested or not shown. The list is partial; rates above refer to the full screens.
SMILES,KKLEB cytotox,NR2E3 ag-1,MITF TRPM1 inh,CF NFkB inh,NR2E3 ag-2,C8 TRAIL sens,TROY signal inh,TWEAK Fn14 block,HIF-2a inh,Peg3 promoter,Shn3 inh set2
CCOc1ccccc1CN1CCN(Cc2cn(C)nc2-c2ccccc2)CC1CCO (stereo not drawn),5,9,3,-10,0,4,-3,2,11,10,-6
CCOc1cccc(NC(=O)c2cnccc2C(F)(F)F)c1,12,11,-7,-11,0,-10,-11,0,-2,8,·
O=C(Cn1cnc2ccccc2c1=O)Nc1ccc(S(=O)(=O)N2CCCC2)cc1,8,6,6,-3,1,-11,-6,-30,11,10,2
Cc1c(OC(C)C(=O)N[C@H](C(=O)O)c2ccccc2)ccc2c3c(c(=O)oc12)CCCC3 (stereo partly drawn),2,-29,5,20,-3,2,-17,1,9,3,-6
CC(=O)Nc1ccc(NC(=O)CN(c2cccc([N+](=O)[O-])c2)S(C)(=O)=O)cc1,19,5,-12,9,-1,-7,-11,-2,12,18,-7
O=C(Nc1ccccc1C(=O)Nc1ccccc1)c1cccs1,9,-3,-3,-4,2,25,-13,-5,-11,-8,-5
COc1cc(S(=O)(=O)NCC2(N3CCCCC3)CCCCC2)ccc1NC(C)=O,7,-6,-3,2,·,6,-13,-12,14,0,-8
Cc1ccc(N(CC(=O)NC2CCCC2)C(=O)Cn2nnc(-c3ccccc3F)n2)cc1,13,-2,14,-20,-1,-5,11,21,17,16,5
C[C@H](CO)N1C[C@H](C)[C@@H](CN(C)Cc2ccc3c(c2)OCO3)Oc2c(NC(=O)C3CCCCC3)cccc2C1=O,1,-28,8,24,·,12,-5,-22,5,-20,17
COc1ccc(/C=C2/NC(=O)N(CC(=O)Nc3cccc(C)c3)C2=O)cc1O,-10,-6,3,14,-2,0,-9,-7,8,32,1
CC(C)(C)c1csc(NC(=O)Cn2c(=O)oc3ccccc32)n1,-1,5,-4,-4,1,-6,7,2,5,9,9
CCCN1CCN(c2ncnc3c2nnn3Cc2ccccc2)CC1,-1,7,9,-2,2,-2,13,7,3,20,·
CCOc1ccc(Cn2nnc(-c3ccc(S(C)(=O)=O)cc3)n2)cc1OCC,5,5,-3,1,-2,-5,-10,0,8,6,32
Cc1cc(NC(=O)C2C3C(=O)N(Cc4ccc(Cl)cc4)C(C(=O)NC(C)(C)C)C34C=CC2(C)O4)no1 (stereo not drawn),12,-3,5,-17,0,-7,38,10,-34,-96,3
COc1ccc(S(=O)(=O)Nc2ccc3c(c2)OCO3)cc1Cl,2,3,0,-18,0,-8,16,-19,-5,2,9
O=C1N/C(=C/c2cccn2-c2ccccc2)C(=O)N1Cc1ccccc1F,-4,16,19,9,3,11,-16,17,12,-9,0
O=C(COc1ccc([N+](=O)[O-])cc1)Nc1ccc(N2CCCC2)cc1,9,-48,-1,16,-2,-8,-6,-4,19,-4,22
O/N=C1\CC(O)Cc2nonc21 (stereo not drawn),10,2,0,-5,2,7,2,-4,8,11,-4
CN1CCN(S(=O)(=O)c2cccc(C(=O)NC3(C)CCS(=O)(=O)C3)c2)CC1 (stereo not drawn),-2,0,-11,6,0,8,0,8,13,-1,-6
Cc1ccc(-c2nc3cccnc3s2)cc1NC(=O)c1ccco1,8,-106,-16,-16,2,7,-43,-24,-222,-160,-1
CN(Cc1ccccc1)S(=O)(=O)c1ccc(C(=O)Nc2nnc(C3CC3)o2)cc1,-8,-4,17,3,-4,16,27,6,27,18,3
CSc1ccc(N/N=C(/C#N)S(=O)(=O)C(C)(C)C)cc1,-6,-30,-2,14,1,11,13,8,1,19,15
O=C(c1ccccc1)N1CCN(C(=O)c2cc3ccccc3oc2=O)CC1,1,-29,3,1,2,-2,-5,40,3,3,7
CC1CC(C)CN(C(=O)c2ccc3c(c2)OCCO3)C1 (stereo not drawn),-13,-9,-4,9,2,15,3,-12,3,-21,-1
Cc1ccc(Nc2nc(-c3sc(N)nc3C)cs2)cc1,-6,-12,-31,16,·,-12,-28,-24,-213,-200,-69

# In a second layout: results already given
# Each structure is followed by: KKLEB cytotox, NR2E3 ag-1, MITF TRPM1 inh, CF NFkB inh, NR2E3 ag-2, C8 TRAIL sens, TROY signal inh, TWEAK Fn14 block, HIF-2a inh, Peg3 promoter, Shn3 inh set2
> CCOc1ccccc1CN1CCN(Cc2cn(C)nc2-c2ccccc2)CC1CCO (stereo not drawn)
 : 5, 9, 3, -10, 0, 4, -3, 2, 11, 10, -6
> CCOc1cccc(NC(=O)c2cnccc2C(F)(F)F)c1
 : 12, 11, -7, -11, 0, -10, -11, 0, -2, 8, ·

# Next results.
SMILES,KKLEB cytotox,NR2E3 ag-1,MITF TRPM1 inh,CF NFkB inh,NR2E3 ag-2,C8 TRAIL sens,TROY signal inh,TWEAK Fn14 block,HIF-2a inh,Peg3 promoter,Shn3 inh set2
O=C(c1ccccc1)c1ccc2nc(N3CCN(C(=O)c4ccco4)CC3)c3nncn3c2c1,-8,6,·,3,1,7,7,24,3,41,15
COCCNC(=O)C1(C)CCCN(C(=O)c2ccc(-c3ccccc3)cc2)C1 (stereo not drawn),-2,-19,·,6,·,-3,-4,-1,-13,-12,-1
Nn1cc(-c2ccccc2)nc1SCC(=O)Nc1cccc(S(N)(=O)=O)c1,5,5,-1,10,0,-15,8,14,-3,11,4
CN(C)/C=C1\C(=O)N(c2ccc(Cl)c(Cl)c2)CS1(=O)=O,-20,-19,-10,13,-2,15,-30,-48,-49,-50,-75
O=C1NC(c2ccccc2)CCC1(Cl)Cl (stereo not drawn),6,12,4,5,-1,0,-3,6,21,8,-1
COc1ccc(Br)cc1C(=O)Nc1cccc2ncccc12,18,-18,-17,-26,4,0,5,17,-20,-20,11
CN(C)/C=C1/Sc2ccccc2C1=O,4,1,10,2,-6,-6,12,-19,-27,-16,-18
Cc1ccc(CC#N)c(-c2c(CC#N)ccc(C)c2C)c1C,4,-28,·,23,·,-3,0,-4,19,15,-6
CC(C)(C)n1nnnc1C(c1cccs1)N(Cc1ccccc1)Cc1ccco1 (stereo not drawn),-6,-7,3,9,4,2,9,2,11,9,27
O=C1NC(=O)/C(=C\c2ccc(OCc3cnc(Cl)s3)cc2)S1,-15,-6,-18,7,-4,-4,-68,-17,-58,-167,-28
COc1ccccc1CNc1ccc(N2CCOCC2)c(C(=O)O)c1,0,2,9,25,-1,-10,1,-17,21,-57,13
CCOC(=O)C1CCCN(C(=O)c2cc(-c3ccc(C)cc3)on2)C1 (stereo not drawn),-2,-110,-7,11,-1,-6,-26,14,9,-166,-1
O=C(NNc1c(Cl)cncc1Cl)c1sccc1Cl,-13,2,2,15,1,-5,3,9,27,12,13
Cc1cccc(CN2CCc3c(OCC(=O)N4CCCc5ccccc54)cccc3C2=O)c1,-2,14,-4,-4,-1,10,5,26,-45,7,3
CCN1C(=O)/C(=C2/Sc3ccccc3N2CC)S/C1=N\c1ncn[nH]1,-17,-17,-6,29,1,11,40,-7,-7,29,-9
CCOC(=O)c1c(CSc2ccc(C)cc2)n(C)c2cc(Br)c(O)c(CN(C)C)c12,-29,0,-10,37,-6,10,33,4,5,29,8
Cc1ccn2cc(C34CC5CC(CC(C5)C3)C4)nc2c1,-4,-9,-26,7,3,17,-22,-33,-134,-167,14
O=C(COC(=O)c1ccc2c(c1)S(=O)(=O)c1ccccc1C2=O)NC1CC1,2,-8,-2,-19,0,-4,12,8,14,19,0
COc1ccc2c(c1)cc(C(=O)N[C@H](C(=O)N1CCC[C@H]1C(=O)O)C(C)C)n2C,2,-4,-3,-1,1,-13,-8,-16,-15,-3,-2
CCOC(=O)c1ccc(NC(=O)CC2COc3ccccc3O2)cc1 (stereo not drawn),6,-9,3,-2,0,-12,-8,-1,3,-10,1
O=C(O)CC(NC(=O)C12CC3CC(CC(C3)C1)C2)c1cccc(Cl)c1 (stereo not drawn),3,-14,-13,-7,-2,-6,17,9,19,10,6
Cc1cc2nn(-c3cccc4ccccc34)nc2cc1N,-5,-28,-50,1,1,-5,-30,0,-21,-173,-46
CCCCC1CC2=C(C(=O)OC(C)(C)O2)C(c2cccc3ccccc23)O1 (stereo not drawn),5,-9,·,9,·,-10,6,25,12,0,20
Cc1cc(C)cc(NC2=NCC(=O)N2Cc2ccccc2)c1,2,0,-4,-12,-2,-20,3,1,9,24,-5
CCc1ccc(OC(C)C(=O)Nc2ccccc2C(=O)N2CCOCC2)cc1 (stereo not drawn),-33,9,1,17,3,-8,-20,17,10,11,4

# Following part:
SMILES,KKLEB cytotox,NR2E3 ag-1,MITF TRPM1 inh,CF NFkB inh,NR2E3 ag-2,C8 TRAIL sens,TROY signal inh,TWEAK Fn14 block,HIF-2a inh,Peg3 promoter,Shn3 inh set2
NC(=O)c1ncc(C(F)(F)F)cc1Oc1cccnc1,11,12,-2,-13,-4,20,3,6,13,4,2
CC1(C(=O)NS(=O)(=O)c2ccccc2)CCN1C(=O)c1ccc(C2CCCCC2)cc1 (stereo not drawn),23,6,·,-43,·,6,-17,-3,10,2,-10
CCOc1ccc2nc(NC(=O)C34CC5CC(CC(NC(C)=O)(C5)C3)C4)sc2c1,-11,-65,-68,2,·,-4,-29,-33,-189,-254,4
N#Cc1c(-c2ccco2)c2c([nH]c1=S)CCCC2,6,-35,-3,6,39*,-11,-7,9,7,2,-18
COc1cc(OC)c(OC)cc1/C=C1/Cc2ccccc2C1=O,2,0,-7,-9,-1,-12,14,-17,5,0,12
NC(=O)c1ccc2c(=O)n3c(-c4cccs4)csc3nc2c1,-5,-15,-65,-10,2,8,-20,-13,-113,-137,-53
O=C(NCc1ccccc1)c1cccc2c(-c3ccc(F)c(F)c3)coc12,11,-66,·,-24,·,-9,-20,-5,-47,10,8
O=C(c1cc(-c2cccc(Cl)c2)on1)N1CCCC1,9,-135,-38,2,-1,18,-50,-36,-229,-338,-35
CC(=O)Nc1ccc(Sc2ccc([N+](=O)[O-])o2)cc1,-50*,72*,95*,90*,·,20,37,95*,91*,97*,99*
CN1C(=O)C(CC(=O)NC2CCCCC2)SC1=Nc1ccccc1 (stereo not drawn),-4,-7,2,6,1,2,-9,3,14,-2,2
O=C1CN(S(=O)(=O)c2cc(Cl)ccc2Cl)CCN1,-1,-15,2,-3,4,6,-2,4,20,7,2
N#Cc1cccc(NC(=O)CN2C(=O)NC3(CCCCCC3)C2=O)c1,-1,-11,·,14,2,10,-9,-2,3,-6,-4
O=C(CCC(=O)N1CCOCC1)Nc1nnc(C2CCCCC2)s1,6,-24,-4,3,2,-1,8,-11,-3,-7,-1
CCCN1CCN(CCCNC(=O)CN2C(=O)c3cccnc3Oc3ccc(Cl)cc32)CC1,-13,-19,6,-2,5,-1,-30,30,0,-6,-12
CCN(CC)C(=O)C1CCC(CNS(=O)(=O)c2cccc3cccnc23)CC1 (stereo not drawn),4,31,15,-19,-1,-7,7,2,-1,21,-7
